# Screening data as filed in PubChem BioAssay.
# OX1R antagonist: human HCRTR1 antagonism; O43613; CHO/OX1R cells, Fluo-8 calcium fluorescence, orexin A; inhibition, % at 5 µM; hit rate 0.43% among 330,000; AID 434989;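 active = inhibition above its plate's threshold, mean inhibition of all tested compounds on the plate plus 3 SD, cut at about 37% in these data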;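 note: 0% = orexin A challenge wells and 100% = SB-334867-A antagonist wells; not every result past the cut was called active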
# Target sequence (O43613 whole entry, looked up): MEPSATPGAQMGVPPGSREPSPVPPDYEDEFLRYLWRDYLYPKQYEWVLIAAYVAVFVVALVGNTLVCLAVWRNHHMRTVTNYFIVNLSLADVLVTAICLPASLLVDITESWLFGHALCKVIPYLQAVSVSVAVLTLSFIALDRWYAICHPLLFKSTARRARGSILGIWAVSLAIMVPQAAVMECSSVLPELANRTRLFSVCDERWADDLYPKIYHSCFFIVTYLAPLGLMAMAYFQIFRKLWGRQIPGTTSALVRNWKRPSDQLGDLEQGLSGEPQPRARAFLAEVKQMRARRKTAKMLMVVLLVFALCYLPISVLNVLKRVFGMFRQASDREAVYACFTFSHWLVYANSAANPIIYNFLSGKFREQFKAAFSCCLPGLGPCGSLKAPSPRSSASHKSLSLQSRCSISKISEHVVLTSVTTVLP
# CHT PAM: allosteric activators of human choline transporter CHT; Q9GZV3; CHT-expressing cells, membrane potential dye, choline EC20; hits give high values; LV-AA mutant CHT in HEK293 cells; B-score at 10 µM; hit rate 0.49% among 310,000; AID 488977;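 active = initial fluorescence not abnormally high and integrated response B-score, plate-corrected, over 3 SD above library mean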
# Target sequence (Q9GZV3 whole entry, looked up): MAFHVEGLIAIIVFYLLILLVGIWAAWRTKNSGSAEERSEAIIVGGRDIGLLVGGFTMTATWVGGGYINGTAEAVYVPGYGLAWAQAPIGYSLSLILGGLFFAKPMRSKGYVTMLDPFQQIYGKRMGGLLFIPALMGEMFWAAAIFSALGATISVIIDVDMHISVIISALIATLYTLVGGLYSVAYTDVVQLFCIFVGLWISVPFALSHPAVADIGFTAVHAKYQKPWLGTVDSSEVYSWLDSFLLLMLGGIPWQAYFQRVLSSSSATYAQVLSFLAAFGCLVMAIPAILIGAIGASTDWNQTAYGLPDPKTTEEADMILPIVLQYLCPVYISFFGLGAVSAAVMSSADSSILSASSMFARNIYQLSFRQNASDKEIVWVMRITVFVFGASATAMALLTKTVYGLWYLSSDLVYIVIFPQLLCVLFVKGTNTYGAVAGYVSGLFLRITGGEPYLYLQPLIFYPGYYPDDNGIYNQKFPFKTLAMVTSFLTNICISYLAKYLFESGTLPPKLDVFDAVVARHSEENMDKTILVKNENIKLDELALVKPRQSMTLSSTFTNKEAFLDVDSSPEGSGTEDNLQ
# Active calls of the source: *; i = inactive; . = not tested or not shown.
SMILES,OX1R antagonist,CHT PAM
CCOC(=O)N1CCN(S(=O)(=O)c2cccc3cccnc23)CC1,-18,i
NC(=O)C1CCN(c2oc(-c3cccs3)nc2S(=O)(=O)c2ccc(Br)cc2)CC1,-1,.
COc1ccc(OC)c(/C=C/C(=O)c2ccc3c(c2)OCO3)c1,6,.
Cc1cc(Br)cc(Cl)c1OCC(=O)NC(=O)NCc1ccccc1,-12,i
CCOc1ccc(C(=O)COC(=O)c2cc(=O)[nH]c3ccccc23)cc1,-27,i
CCOC(=O)c1c(NC(=O)c2c(Br)cnn2C)c(C#N)nn1-c1ccccc1,9,i
CCOC(=O)c1cnc2c(OC)cccc2c1N1CCN(c2ccccc2OC)CC1,-33,i
Cc1ccccc1CN1CCN(CC2CC2)CC1CCO (stereo not given),-23,i
COc1cc(O)oc1C=Nc1ccc(C(F)(F)F)cc1,-3,i
CCCN(CCC)CCCNC(=S)Nc1ccc2nc3n(c(=O)c2c1)CCCCC3,-7,i
CC1CC(=O)NN1C(=O)c1ccccc1 (stereo not given),-11,i
COc1ccc(Nc2ncnc3ccc(Br)cc23)cc1OC,-36,i
O=C(C1CCCN(c2nnc(-n3cccc3)s2)C1)N1CCN(c2ccccc2)CC1 (stereo not given),-69,i
COc1cc2nc(C3CCC3)n(N)c(=O)c2cc1OC,-8,i
CCOP(=O)(OCC)c1cccc(P(=O)(c2ccccc2)c2ccccc2)c1O,-15,i
COc1ccc(NC(=O)c2oc3ccccc3c2CSC)cc1S(=O)(=O)N1CCOCC1,-3,.
CCOC(=O)C1(C)NC(c2ccc(OC)cc2OC)C2C(=O)N(CC)C(=O)C21 (stereo not given),-1,i
CCc1ccc(C(=O)CC2(O)C(=O)N(CN3CCOCC3)c3ccccc32)cc1 (stereo not given),-6,i
CC(C)n1nnnc1SCC(=O)Nc1ccc2c(c1)OCO2,-16,i
Cc1cc(S(=O)(=O)NCCc2ccncc2)cc(C)c1F,-16,i
O=[N+]([O-])c1cc([N+](=O)[O-])c(Oc2c(F)cccc2F)cc1NN1CCCCC1,-14,i
CCOC(=O)CNC(=O)CSc1nc2c(C)cccc2cc1CC,-31,i
O=C(c1ccc(Cl)c(S(=O)(=O)N2CCCC2)c1)N1CCN(c2ccc(F)cc2)CC1,-22,i
Cc1cccc(CNC(=O)C2CCC(=O)N(C3CC3)C2)c1 (stereo not given),-4,i

# Three of the compounds above, with two lines to a compound.
# Under each structure – OX1R antagonist, CHT PAM
CCc1ccc(C(=O)CC2(O)C(=O)N(CN3CCOCC3)c3ccccc32)cc1 (stereo not given)
→ -6, i
CC(C)n1nnnc1SCC(=O)Nc1ccc2c(c1)OCO2
→ -16, i
Cc1cc(S(=O)(=O)NCCc2ccncc2)cc(C)c1F
→ -16, i

# Later entries.
SMILES,OX1R antagonist,CHT PAM
COc1cccc(C(=O)NN2C(=O)C3C4C=CC(O4)C3C2=O)c1 (stereo not given),2,i
Cc1ccc(CC(NC(=O)c2ccc(C)cc2)C(=O)O)cc1 (stereo not given),-12,.
COc1ccc(S(=O)(=O)Cc2ccc(C(=O)N3CCCC3)o2)cc1,-11,i
C/C(=N\NC(=O)c1ccc(C)cc1)c1c(C)[nH]n(-c2ccccc2)c1=O,.,i
COc1ccc(S(=O)(=O)Nc2ccccc2C(=O)Nc2nc(-c3ccc(F)cc3)cs2)cc1OC,39,i
O=C(NC1CC1)c1ccc(CSCc2cccc(F)c2)o1,-13,i
CN(Cc1nc(-c2cnccn2)no1)CC(O)c1ccccc1 (stereo not given),-14,i
COc1ccccc1CCNC(=O)C(=O)NCC1OCCN1S(=O)(=O)c1ccc(C)cc1 (stereo not given),-13,i
COc1ccc(Br)cc1CNC(=O)Cc1cccs1,.,i
CC(=O)c1c(C(C)=O)c(C)n(-c2cccc([N+](=O)[O-])c2)c1C,3,i
Cc1ccc(C(C(=O)NC2CCCC2)N(Cc2ccc3c(c2)OCO3)C(=O)Cc2cccs2)cc1 (stereo not given),-8,i
O=C1CC[C@@H](O)CCN1CC[C@H](Sc1ccccc1)c1ccccc1,-11,i
CCNC(=O)CN1C(=O)NC(Cc2ccccc2)(Cc2ccccc2)C1=O,-14,i
CC(C)(C)C(=O)NC(=S)NNC(=O)C(c1ccccc1)c1ccccc1,93*,i
COCCCN(CC(=O)Nc1ccc(N2CCOCC2)cc1)S(=O)(=O)c1ccc(Cl)cc1,-19,i
O=C(NC1CCCCC1)NC1CCN(S(=O)(=O)Cc2ccccc2)CC1,-4,i
CCc1ccccc1-n1c(SCC(=O)Nc2ccc3c(c2)OCCO3)nc2[nH]ncc2c1=O,-38,i
CCOc1nc(C)ccc1-c1noc(CC)n1,9,i
O=C(c1ccc2c(c1)OCO2)C1CCCN(Cc2ccc3cccc(F)c3n2)C1 (stereo not given),-18,i
O=C(CN1CCN(C(=O)CN2C(=O)NC3(CCCC3)C2=O)CC1)Nc1cccc(F)c1,-18,.
CN1C(=O)[C@@H]2C[C@@]3([C@@]45C[C@H]6C(=O)N(C)[C@@H](Cc7ccccc7)C(=O)N6[C@@H]4Nc4ccccc45)c4ccccc4N[C@H]3N2C(=O)[C@@H]1Cc1ccccc1,-42,i
CCOC(=O)C1=NN(C(C)=O)C2(CC(=O)N(c3ccc(C)c(C)c3)C2=O)C1 (stereo not given),4,i
Cc1oc2nc(SCCCC(=O)NCCCO)nc(N)c2c1C,6,i
CC(NC(=O)CC1Sc2ccccc2NC1=O)c1ccccc1 (stereo not given),-19,i

# Some of these compounds in order of their number in OX1R antagonist, ascending.
SMILES	OX1R antagonist
CCOc1ccc(C(=O)COC(=O)c2cc(=O)[nH]c3ccccc23)cc1	-27
O=C(c1ccc2c(c1)OCO2)C1CCCN(Cc2ccc3cccc(F)c3n2)C1 (stereo not given)	-18
Cc1ccc(C(C(=O)NC2CCCC2)N(Cc2ccc3c(c2)OCO3)C(=O)Cc2cccs2)cc1 (stereo not given)	-8

# Marked active in OX1R antagonist (from the list above):
smiles	OX1R antagonist
CC(C)(C)C(=O)NC(=S)NNC(=O)C(c1ccccc1)c1ccccc1	93*

# More structures:
SMILES,OX1R antagonist,CHT PAM
COc1ccc(N(CC(=O)NCc2ccc(F)cc2)S(=O)(=O)c2c(C)noc2C)cc1,-11,i
Cc1ccc(C2CCN(C(=O)Nc3ccccc3)C2)cc1 (stereo not given),-14,i
CN(C)Cc1c(O)ccc2occ(C(=O)c3ccc(F)cc3)c12,-18,i
COc1ccc(C(CNC(=S)NCc2ccccc2)N2CCCC2)cc1 (stereo not given),-31,i
Cc1onc(-c2ccccc2Cl)c1C(=O)N1CC(C)CC(C)C1 (stereo not given),-17,i
CCCn1c(SCC(=O)N2c3ccc(F)cc3CCC2C)nnc1-c1ccccn1 (stereo not given),-31,i
O=C(Nc1cc(C(F)(F)F)ccc1Cl)c1cccnc1,8,i
CC(C)(C)OC(=O)C[C@@H]1C/C=C\C[C@H](CC(=O)NCCO)C(=O)N2CCC[C@H]2COC1=O,3,.
COc1ccc(O)c(-c2cc(C(F)(F)C(F)F)nc(-c3ccccc3)n2)c1,-27,i
Cc1ccc2nc(N(CCN(C)C)C(=O)C3=COCCO3)sc2c1,-18,i
CNS(=O)(=O)c1cccc(C(=O)OCC(=O)c2ccc3[nH]c(=O)[nH]c3c2)c1,-19,.
FC(F)(F)c1cccc(-c2noc(CN3CCOCC3)n2)c1,-12,i
C=CCNC(=O)COC(=O)c1ccc(Cl)c(S(=O)(=O)N(Cc2ccccc2)c2ccccc2)c1,-5,i
Cc1c(Cl)c([N+](=O)[O-])nn1Cc1ccc(C(=O)NN)o1,-1,i
CCN(c1ccccc1)S(=O)(=O)c1ccc(C(=O)N(CCCN(C)C)c2nc3cc4c(cc3s2)OCO4)cc1,-5,i
O=C(N[C@@H](Cc1ccccc1)C(=O)OCC(=O)N1CCOCC1)c1cccs1,-11,i
CN(CC(=O)Nc1cccc(F)c1)C(=O)CN1C(=O)C2CCCCC2C1=O (stereo not given),-31,.
Cc1ccc(NC(=O)C2CCN(S(=O)(=O)c3c(C)noc3/C=C/c3ccco3)CC2)nc1,-11,i
CC(C)NC(=O)CN1C(=O)C(C)(C)Oc2ccc(C(=O)NC3CCCCC3)cc21,-3,i
CSc1ccccc1NC(=S)NC1CCCCC1,4,i
O=C(CSCc1ccc(F)cc1)Nc1ccccc1,1,i
O=C1C=C(c2ccc(OC(F)(F)F)cc2)C[C@@H](c2ccc(F)cc2)C1,4,.
O=C(CCc1nc2ccccc2[nH]c1=O)OCC(=O)N1CCc2ccccc21,-30,i
O=C(COC(=O)c1ccc2c(c1)OCCO2)NCCC1=CCCCC1,-16,i

# Reformatted: 4 of the compounds above.
Cc1ccc(NC(=O)C2CCN(S(=O)(=O)c3c(C)noc3/C=C/c3ccco3)CC2)nc1
  OX1R antagonist: -11 | CHT PAM: i
CC(C)NC(=O)CN1C(=O)C(C)(C)Oc2ccc(C(=O)NC3CCCCC3)cc21
  OX1R antagonist: -3 | CHT PAM: i
CSc1ccccc1NC(=S)NC1CCCCC1
  OX1R antagonist: 4 | CHT PAM: i
O=C(CSCc1ccc(F)cc1)Nc1ccccc1
  OX1R antagonist: 1 | CHT PAM: i

# Additional results:
SMILES,OX1R antagonist,CHT PAM
COCCN(C(=O)c1ccc(OCC(C)C)cc1)c1c(N)n(Cc2ccccc2)c(=O)[nH]c1=O,-33,i
CCCCOc1ccc(C(O)(CCC)CCN2CCOCC2)cc1 (stereo not given),-11,i
O=C(NC(=S)N1CCN(c2c(Cl)cccc2[N+](=O)[O-])CC1)c1cccs1,-12,i
O=C(O)c1cc(Nc2nc(N3CCOCC3)nc(N3CCOCC3)n2)ccc1Cl,-16,i
COc1ccc(CCNC(=O)CN2C(=O)CSc3ccc(S(=O)(=O)N4CCOCC4)cc32)cc1OC,-29,i
COCCNc1nc(N)c([N+](=O)[O-])c(NC2CCCCC2)n1,-33,i
O=C(c1ccc2c3c(cccc13)CC2)N1CCN(c2ncccn2)CC1,-5,i
Cc1ccccc1CNC(=O)CCCn1ncn2c(cc3occc32)c1=O,4,i
COc1ccccc1NS(=O)(=O)c1cccc(NC(=O)C2CC(=O)N(Cc3ccccc3)C2)c1 (stereo not given),-20,i
COc1ccc(/C=N/n2c(N)nc(-c3ccccc3)c2-c2ccccc2)cc1,-36,i
CC1CCN(CC(=O)Nc2ccccc2C(=O)NC2CC2)CC1,-5,.
COc1ccccc1C(=O)Oc1cc(N)n(S(=O)(=O)c2ccc(C)cc2)n1,-40,i
COC(=O)[C@@H](Cc1ccccc1)NC(=O)Cn1cnc2c(SC)nc(N)nc21,-12,.
CCC1C(c2ccccc2)N(C)C(c2ccccc2)CC1(O)c1ccccc1 (stereo not given),-62,i
Cc1nnc(SCC(=O)NC(=O)NC2CCCC2)n1N,-3,i
CC(=O)N1CCN(C(=O)CCC(=O)O)CC1,-3,i
O=C(CS(=O)(=O)Cc1ccccc1)N1CCN(c2cccc(C(F)(F)F)c2)CC1,3,i
C=CCn1c(SCC(=O)Nc2cccc(OC)c2)nnc1-c1cccnc1,-16,i
CSc1ccc(CCNS(=O)(=O)c2c(C)[nH]c(C)c2C(=O)N2CCCCC2)cc1,-11,i
Cc1cc(C(=O)N2CCCC(Nc3ccc(F)cc3)C2)c(C)o1 (stereo not given),-12,i
CCC(=O)N1CCc2cc(S(=O)(=O)CCC(=O)N3CCc4ccccc4C3)ccc21,-34,i
CCOc1ccc(/C=C/c2[nH]c(=O)[nH]c(=O)c2[N+](=O)[O-])cc1,-8,i
COc1ccccc1C(C)NCC(=O)NCC(=O)Nc1ccc(F)c(F)c1F (stereo not given),-8,i
CCCC(C)NC(=O)CN1C(=O)NC2(CCc3ccccc32)C1=O (stereo not given),-7,i
Cc1cccc(-n2ncc3c(=O)[nH]c(SCC(=O)NCCC4=CCCCC4)nc32)c1,-4,.
CCCC(=O)N(CCN1CCOCC1)c1nc2c(OC)ccc(C)c2s1,-13,i
COc1ccc(-c2cn[nH]c2-c2ccc(OCc3ccc([N+](=O)[O-])cc3)cc2O)cc1OC,5,i
CCn1c(N2CCN(S(=O)(=O)c3ccccc3)CC2)nc2ccccc21,-29,i
Cn1c(SCC(=O)Nc2cccc(F)c2)nc2c(c1=O)SCC2,-6,i
COCCSc1ccccc1C(=O)Nc1ccccc1C#N,-18,i
O=C(NCc1c(F)cccc1F)c1cc(COc2c(F)cccc2F)on1,-10,i
COc1ccc(-c2noc(CSc3nnc(CCc4ccccc4)n3-c3ccccc3)n2)cc1OC,3,i
CC(C)Cn1cnc2c1c(=O)n(CC(=O)N(C)C)c(=O)n2Cc1ccccc1,-22,i
CN(C)c1nc(N(C)C)nc(N2CC(CCl)OC2=N)n1 (stereo not given),-17,i
O=C1NC[C@@H](Cc2ccc(O)cc2)N(CCc2cccc3ccccc23)C1=O,-11,i
Cc1c(NC(=O)c2cc(C3CC3)on2)c(=O)n(-c2ccccc2)n1C,-10,i
COc1ccc(N2CCC(CNC(=S)Nc3cc(C)cc(C)c3)C2)cc1 (stereo not given),-24,i
O=C(O)c1nnn(-c2ccc(F)cc2F)c1-c1ccccc1,-4,i
O=C(/C=C/c1ccc(Cl)c([N+](=O)[O-])c1)Nc1cccc(NC(=O)c2ccco2)c1,8,i
Cc1c(Br)c([N+](=O)[O-])nn1CCCC(=O)Nc1sc2c(c1C(N)=O)CCC(C)C2 (stereo not given),-33,i
CCOC(=O)c1ccc(N2CSC3=C(C#N)C(c4ccc(OC)cc4OC)CC(=O)N3C2)cc1 (stereo not given),-6,i
CCN(CC)C(=O)C(=O)c1cn(CC(=O)N2CCc3ccccc3C2)c2ccccc12,-41,i
COc1cc2[nH]c(=O)n(CCCCCC(=O)NC3CCCC3)c(=O)c2cc1OC,-17,i
O=C(Nc1cc(S(=O)(=O)N2CCOCC2)ccc1Cl)C(=O)c1c(-c2ccccc2)cc2ccccn12,-20,i
C=CCSc1nc(N2CCOCC2)c2c(c1C#N)CC(C)(C)N(C)C2,-23,i
CCOC(=O)c1c(C)nc(C)c(C(=O)OCC)c1-c1ccc(OC)cc1,-16,i
